Coupling enz: counter-screen for Giardia aldolase inhibitors: coupling enzyme system; coupling enzyme system counterscreen, AmpLite Red fluorescence; activity change, negative = inhibition, % at 58.2 µM, hits read low; 290,000 compounds, 0.67% hits; AID 2472; in the data active means activity change below about -30%; further: on the % scale 0 is the no-effect control and ±100 the full control effect
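Final compound at 57.5 uM, incubated 10 min at RT with coupling enzyme reagent (glyceraldehyde-3-phosphate), then 20 min with substrate and AmpLite Red detection. Fluorescence read at 525/598 nm; tests interference with the coupling assay, not aldolase inhibition.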
Tb PFK inh: blocks T. brucei phosphofructokinase; Potency, µM (highest dose often 57.5 µM), for the others: top-dose activity, negative = inhibition, most hits filed as inhibitors; 330,000 compounds, 0.17% hits; O15648; T. brucei PFK, ADP-Glo luminescence;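 further: potency means the concentration at half of the fitted maximal effect; 0% = uninhibited 1x PFK enzyme wells and -100% = no-enzyme wells; nearly all actives have a fitted effect of over 60% in size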
Target sequence (O15648 whole entry, looked up): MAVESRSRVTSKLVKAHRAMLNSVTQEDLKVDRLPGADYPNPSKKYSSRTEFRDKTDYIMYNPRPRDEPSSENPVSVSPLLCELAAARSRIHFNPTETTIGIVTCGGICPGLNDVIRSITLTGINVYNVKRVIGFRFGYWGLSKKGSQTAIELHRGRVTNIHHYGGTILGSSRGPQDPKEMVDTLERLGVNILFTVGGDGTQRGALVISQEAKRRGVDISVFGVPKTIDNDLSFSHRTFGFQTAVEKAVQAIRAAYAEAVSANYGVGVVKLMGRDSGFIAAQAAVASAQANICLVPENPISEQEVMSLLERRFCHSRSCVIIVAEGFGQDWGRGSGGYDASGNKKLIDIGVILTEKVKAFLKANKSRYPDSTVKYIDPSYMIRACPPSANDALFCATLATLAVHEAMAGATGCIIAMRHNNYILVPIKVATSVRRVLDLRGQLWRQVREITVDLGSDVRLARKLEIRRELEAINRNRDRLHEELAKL
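1.25 nM PFK with 0.5 mM F6P and 0.1 mM ATP in 0.1 M TEA pH 8.0, 5 mM MgCl2, incubated 45 min at room temperature; ADP measured by ADP-Glo luminescence; compounds titrated up to 57 uM.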
RORgamma inh: ROR gamma (mouse) transcription inhibition. Drosophila S2 Gal4-RORgamma UAS-luciferase reporter, 20 h. Potency, µM (series often up to 53.6 µM), for inactives: at the top dose activity change, negative = inhibition, most hits filed as inhibitors. 310,000 compounds, 5.4% hits. AID 2551; further: potency means the concentration at half of the fitted maximal effect; on the % scale 0 is the no-effect control and ±100 the full control effect; nearly all actives have a fitted effect of over 60% in size
Target sequence (P51450 whole entry, looked up, the tested form may be a part): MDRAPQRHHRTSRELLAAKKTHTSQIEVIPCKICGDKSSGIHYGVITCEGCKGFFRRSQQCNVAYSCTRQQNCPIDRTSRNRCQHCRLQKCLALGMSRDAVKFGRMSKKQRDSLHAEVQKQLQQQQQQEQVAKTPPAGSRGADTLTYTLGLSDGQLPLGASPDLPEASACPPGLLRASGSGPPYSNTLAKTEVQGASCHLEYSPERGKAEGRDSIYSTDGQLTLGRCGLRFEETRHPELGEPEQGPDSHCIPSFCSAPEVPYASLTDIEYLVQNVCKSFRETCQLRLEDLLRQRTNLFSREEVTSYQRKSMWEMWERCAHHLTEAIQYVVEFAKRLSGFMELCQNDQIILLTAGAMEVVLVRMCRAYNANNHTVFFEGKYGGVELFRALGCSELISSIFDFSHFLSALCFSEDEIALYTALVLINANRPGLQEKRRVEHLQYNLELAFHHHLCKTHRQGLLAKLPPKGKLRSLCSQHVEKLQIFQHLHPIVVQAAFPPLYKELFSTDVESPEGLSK
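Using a luciferase readout, inhibitors were identified by reduced reporter activity in Drosophila cells coexpressing a copper-inducible Gal4–ROR gamma fusion and UAS-driven Photinus luciferase, incubated 20 hr after 700 uM copper sulfate.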
Giardia kill: kills Giardia lamblia. activity change, % at 7.66 µM, hits read low. Giardia lamblia trophozoite viability. 340,000 compounds, 0.15% hits; in the data active means activity change below about -80%; inconclusive means between about -30% and that limit;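 further: parasites exposed to compound for two days anaerobically before the ATP read; on the % scale 0 is the no-effect control and ±100 the full control effect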
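Trophozoite viability was measured as ATP-dependent luminescence, read 15-30 min after reagent addition. Before that, parasites at 100 cells/well were exposed to compounds for 48 h, anaerobically, at 37 deg C.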
Rab9 promoter act: Rab9 promoter activation; Potency, µM (doses to about 9.22 µM), for the others: at the top dose activation, negative = inhibition, most hits filed as activators; 320,000 compounds, 2.8% hits; AID 485297; Huh7 Rab9 promoter-luciferase reporter, luminescence, 24 h; further: potency means the concentration at half of the fitted maximal effect; % of control where 0% means no effect; nearly all actives have a fitted effect of over 60% in size
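Cell-based reporter: Huh7 stable for Rab9 promoter-driven luciferase, plated in reduced-serum medium with 10% FBS at 1500 cells/well, compound-treated 24 h at 37 °C, luminescence read after 10 min reagent.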
NPC1 promoter act: activators of NPC1 promoter; Huh7 NPC1 promoter luciferase reporter, 24 h; Potency, µM (titrated, usually from 9.22 µM), for the others: at the top dose activation, hits mostly activators; 320,000 compounds, 2.4% hits; AID 485313;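 further: potency means the concentration at half of the fitted maximal effect; % of control where 0% means no effect; nearly all actives have a fitted effect of over 60% in size; reporter is driven by a mutant NPC1 promoter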
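Stable NPC1-promoter luciferase Huh7 line; cpd (DMSO) 24 h, 37 °C, 5% CO2; Amplite luciferase reagent 10 min RT; luminescence readout. qHTS format.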
uPA surface inh: cell surface uPA generation inhibition. cell surface uPA generation assay, qHTS. AID 540303. Potency, µM (top dose mostly 38.3 µM), without a hit: at the highest dose activity change, negative = inhibition, actives largely listed as inhibitors. 330,000 compounds, 0.31% hits; active means well fitted inhibition curve with a large enough effect; inconclusive means small, poorly fitted or top-dose-only effect; inactive means no such curve, though single readings can be large or run the other way; tested in mouse RAW 264.7 cells; further: potency means the concentration at half of the fitted maximal effect; on the % scale 0 is the no-effect control and ±100 the full control effect; nearly all actives have a fitted effect of over 55% in size
KCNH2 3.1 inh: blocks the human KCNH2 3.1 channel isoform; U2OS KCNH2 3.1, thallium flux FluxOr; active compounds read low; AID 720553; activity change, % (tested at about 1.8 µM); 340,000 compounds, 0.95% hits;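 active means maximum activity change below -70%; inconclusive means maximum activity change from -70% to -50%; inactive means maximum activity change above -50%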;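 further: thallium influx rate constant from kinetic fluorescence after stimulation buffer; on the % scale 0 is the no-effect control and ±100 the full control effect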
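U2OS cells transduced with KCNH2 3.1 mutant virus (1.77 x 10^8 /mL, 4 h), plated overnight at 37 C, loaded 45 min with FluxOr dye plus Red40 quencher. Thallium flux rate constant from kinetic reads after stimulation buffer, normalised to controls.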
VP16 counter: counter-screen for ROR gamma inhibitors: Gal4-VP16 reporter; 310,000 compounds, 3.5% hits; Drosophila S2 Gal4-VP16 UAS-luciferase, luminescence, 20 h; Potency, µM (titrated, usually from 53.6 µM), without a hit: at the highest dose activity, negative = inhibition, hits mostly inhibitors;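 further: Gal4-VP16 expression switched on by copper sulfate through the metallothionein promoter; potency means the concentration at half of the fitted maximal effect; on the % scale 0 is the no-effect control and ±100 the full control effect; nearly all actives have a fitted effect of over 50% in size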
ELG1 genotoxic: genotoxicity induction in ELG1-luciferase HEK293T cells | HEK293T ELG1-luciferase reporter, luminescence, 16 h | Potency, µM (series often up to 46 µM), for the others: at the highest dose activity change, positive = activation, usual class: activators | 330,000 compounds, 1.3% hits | AID 504466; further: potency means the concentration at half of the fitted maximal effect; % of control where 0% means no effect; nearly all actives have a fitted effect of over 60% in size
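Quantitative HTS format in 1536-well plates. HEK293T ELG1-luciferase reporter cells receive test compound and are incubated 16 hr at 37 °C, 5% CO2; ONE-Glo added, 30 min room temperature, then luminescence read.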
FLuc modulator: inhibits or activates purified firefly luciferase, miR-21 counter-screen. P08659. Potency, µM (series often up to 57.5 µM), inactives show at the highest dose activity change, negative = inhibition, hits mostly inhibitors. 360,000 compounds, 6.9% hits. AID 588342. purified FLuc, Km substrates, luminescence inhibition;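 further: potency means the concentration at half of the fitted maximal effect; plate controls were vehicle for no effect and reference inhibitor for full effect; nearly all actives have a fitted effect of over 55% in size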
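Purified P. pyralis luciferase (10nM final) with 10uM D-luciferin and 10uM ATP (Km levels) in 50mM Tris acetate pH 7.5, 10mM Mg acetate, 0.01% Tween-20, 0.05% BSA; qHTS 6-point titration, ~60 µM downward; luminescence read.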
The depositor's hits bear a star; ? = inconclusive; . = no result given; [ ] = remark or other dose. Unless noted, the call rests on the fitted dose curve; in most records, active means well fitted curve in the direction sought with a large enough effect; inconclusive means small, poorly fitted or top-dose-only effect, or another doubt; inactive means no such curve, though single readings can be large; an effect the other way counts as inactive or inconclusive.

SMILES	Coupling enz	Tb PFK inh	RORgamma inh	Giardia kill	Rab9 promoter act	NPC1 promoter act	uPA surface inh	KCNH2 3.1 inh	VP16 counter	ELG1 genotoxic	FLuc modulator
CCCCCCC1CCC(C(=O)NC(CCSC)C(=O)NC(C(=O)OC)C(C)C)CC1 (stereo not given)	-1.6	0.2%	8.8%	0.4	0.2%	-4.0%	-10.2%	-25.8	0.5%	-5.0%	-0.8%
CCCCn1nc2cc(C(=O)NCc3ccc(OC)cc3)ccc2c1OCC	6.9	0.0%	1.1%	-17.8	-1.2%	-1.7%	17.1%	-0.7	0.2%	3.1%	0.9%
CC(CNC(=O)C1CCCN(S(=O)(=O)N2CCOCC2)C1)c1ccccc1 (stereo not given)	.	-2.9%	10.4%	1.0	-2.1%	-5.0%	-3.1%	-3.5	-6.4%	0.5%	-3.9%
Cc1ccc([N+](=O)[O-])cc1Nc1nc(N2CCCC2)nc(N2CCCC2)n1	-1.7	-5.5%	-7.6%	20.4	-1.8%	-3.7%	-2.3%	1.2	1.0%	12.3%	-3.5%
O=C(O)c1cc(O)ccc1-c1ccc(O)cc1	5.5	2.2%	-25.7%	1.4	2.6%	-1.9%	-3.3%	-0.4	-5.8%	0.3%	2.1%
CCNC(=S)N/N=C/c1sc(N2CCCCC2)nc1-c1cccs1	-4.1	1.5%	?	-6.3	?	26.1%	-6.3%	-8.5	17.8µM*	?	1.9µM*
O=C(NC(CC1CCCCC1)C(=O)O)c1ccccc1 (stereo not given)	.	12.3%	.	14.8	-4.4%	-1.2%	0.5%	-3.7	.	0.5%	-5.8%
NC(N)=NC(=O)c1nc(Cl)c(N2CCCCCC2)nc1N	2.5	-2.5%	1.2%	-20.2	?	?	-76.2%	5.5	-6.9%	16.4µM*	4.26µM*
CN(C)C(=O)COC(=O)c1ccc(S(=O)(=O)NCc2ccco2)cc1	-4.9	-5.6%	1.3%	5.3	-0.1%	-0.2%	2.3%	-3.0	1.3%	-3.7%	0.8%
N#Cc1ccccc1NC(=O)CNc1ccc(Cl)c(C(F)(F)F)c1	-7.0	-28.4%	?	-17.5	-3.0%	1.4%	4.7%	11.9	11.2µM*	2.0%	0.5%
COc1cccc(C(=O)O/N=C(\N)c2ccncc2)c1	2.4	-0.7%	-15.1%	-17.4	-1.3%	?	-14.9%	1.2	3.9%	?	1.35µM*
COC(=O)c1cc(NC(=O)CC2C(=O)NCCN2C(=O)c2ccccc2)cc(C(=O)OC)c1 (stereo not given)	5.4	-10.8%	3.1%	16.0	-5.4%	-1.5%	4.9%	3.1	6.1%	-0.2%	-1.7%[2.3 µM]
O=[N+]([O-])c1ccc(C2=Nn3cnnc3SC2)cc1	2.6	-6.2%	-1.6%	?	-2.1%	-0.1%	5.5%	11.4	15.1%	-3.6%	0.2%
COc1ccccc1NCc1nnc(SCC(=O)N/N=C/c2ccco2)n1-c1ccc(Cl)cc1Cl	-0.3	-3.0%	-25.2%	2.0	-1.1%	-2.7%	0.8%	-8.5	-7.0%	1.1%	4.9%
COc1ccc(C(=O)NCCCN(C)CCCNC(=O)c2ccc(OC)cc2)cc1	-1.0	3.0%	-7.7%[1.91 µM]	-5.2	-3.2%	-2.9%	23.5%	-29.9	2.9%	-0.5%	-1.0%
O=C1NCCC/C1=N/Nc1ccc(F)cc1	-4.1	-0.4%	28.6%	16.0	-1.4%	-1.1%	1.7%	-1.4	0.4%	?	-4.9%
CCN(CC)c1ccc(NC(=S)NC(=O)c2cccs2)cc1	1.2	-9.2%	3.16µM*	4.8	0.562µM*	?	-8.7%	-1.1	5.01µM*	7.9%	15.1µM*
C=CCNC(=O)/C(C#N)=C/c1c(N2CC(C)OC(C)C2)nc2ccccn2c1=O (stereo not given)	1.0	-5.6%	11.5%	8.3	9.8%	-3.5%	-5.6%	6.3	2.9%	-2.8%	-1.0%
O=C(CSc1c(F)c(F)cc(F)c1F)Nc1ccc(C2SCCS2)cc1	-2.6	0.4%	2.6%	-16.7	1.2%	-7.0%	0.7%	-7.6	-7.8%	3.2%	-1.3%
Cc1cccc(NC(=O)c2sc3nc(N)c(C#N)cc3c2N)c1	-6.2	-0.4%	?	7.9	2.51µM*	2.82µM*	1.7%	6.2	?	?	9.53µM*
Cc1n[nH]c(=O)c2c(NC(=O)CSc3c(Cl)cccc3Cl)oc(C)c12	.	-4.8%	.	-29.3	1.0%	-2.3%	-15.7%	4.2	.	6.9%	-0.6%
O=C(CC1SC(=NCCc2ccccc2)N(/N=C/c2cccs2)C1=O)Nc1ccc(Cl)cc1 (stereo not given)	-9.9	-4.3%	0.501µM*	-18.7	-11.7%	0.2%	-3.5%	-4.9	0.794µM*	3.4%	-4.6%
COc1ccc(C(=O)c2ccccc2)cc1	1.1	1.1%	36.5%	-23.8	5.8%	-0.4%	-4.6%	9.9	-0.2%	4.1%	-19.1%
C=C(C)C1CC=C(C)/C(=N/NC(=O)CCC(=O)Nc2ccccc2Cl)C1 (stereo not given)	0.1	0.1%	-43.3%	7.6	-0.2%	0.8%	5.1%	21.3	-20.6%	4.0%	0.0%
O=C(Nc1ccc(F)c([N+](=O)[O-])c1)c1ccc2c(c1)C(=O)OC2=O	1.0	-14.4%	-4.1%	.	9.7%	-1.7%	.	.	-0.6%	0.0%	-1.0%
CN1CC(c2ccccc2)C2(SC(=S)N(Cc3ccco3)C2=O)C12C(=O)Nc1ccccc12 (stereo not given)	-0.3	3.7%	?	-0.2	-4.6%	-2.0%	.	?	?	-22.5%	-1.5%
CN1CCN(CCc2cn3ncc(C#N)c3nc2-c2ccc(F)cc2)CC1	-0.4	-0.8%	31.3%	-13.2	4.7%	-1.9%	0.2%	14.2	-10.9%	1.2%	2.0%
COc1ccccc1CNC(=O)CSc1ccc(-c2ccncc2)nn1	0.7	-5.2%	-0.1%	-2.3	-5.8%	-7.9%	6.3%	8.6	8.0%	4.7%	4.8%
COc1ccccc1N=c1sc2ccccc2n1C	-14.0	3.7%	?	19.7	-2.4%	0.5%	-7.1%	-1.3	?	5.6%	-7.1%
CC(C)NC(=O)c1n[nH]c(=O)c2ccccc12	0.5	-0.7%	-10.3%	11.0	-6.1%	2.5%	-4.0%	58.7	-7.3%	4.2%	6.3%
O=C(Nc1ccc(-n2cccn2)cc1)C1CCN(Cc2ccccn2)CC1	0.3	-1.0%	-19.2%	-4.7	4.6%	1.5%	13.3%	7.4	3.6%	-1.6%	0.6%
COc1cccc(CNC(=O)CCS(=O)(=O)c2ccc3c(c2)NC(=O)CO3)c1	.	-5.0%	1.6%	8.4	0.8%	-2.7%	5.1%	7.8	6.9%	-0.4%	-1.8%
COC(=O)Cn1nc(-c2ccccc2)n(-c2ccccc2)c1=S	2.1	-3.7%	38.8%	-15.6	0.9%	1.2%	0.7%	-0.3	-6.3%	-1.5%	5.6%
Cc1cc(Cl)ccc1C1=CC(=O)C[C@H](c2ccc(F)cc2)C1	.	2.1%	.	-19.5	-1.2%	-0.2%	2.8%	55.8	.	-2.9%	-2.0%
O=S(=O)(NCc1ccco1)N1CCCCCC1	5.6	-2.4%	-7.4%	-11.9	-2.8%	-4.9%	3.5%	5.7	-1.5%	0.9%	4.3%
COc1ccc(CCN(C)C(=O)C2CCN(Cc3cccc(OC)c3OC)CC2)cc1OC	1.9	-3.5%	14.6%	-10.8	-4.7%	-5.4%	-3.6%	-4.8	-0.6%	1.3%	0.0%
Cc1cc(C)cc(NC(=S)N2CCN(S(=O)(=O)c3ccccc3)CC2)c1	.	1.5%	11.2µM*	-19.2	1.8%	0.6%	-3.2%	0.5	?	-2.9%	2.7%
COc1cccc(C(=O)N2CCN(C(=O)C3COc4ccccc4O3)CC2)c1 (stereo not given)	.	-3.5%	10.1%	28.6	4.0%	-5.2%	-2.7%	16.4	-3.3%	-5.5%	-1.0%
CNC(=O)COc1coc(CN2CCN(c3ccccc3F)CC2)cc1=O	.	-7.6%	-9.6%	-9.9	-6.1%	-1.7%	-1.2%	4.7	3.0%	3.1%	-0.7%
Cc1ccc(S(=O)(=O)Nc2cccc(C(=O)NCC(c3ccccc3)N(C)C)c2)cc1F (stereo not given)	.	4.0%	.	-0.5	0.9%	11.1%	-1.0%	-21.9	.	0.0%	-1.9%
Cc1cccc(-n2ncc3c(N4CCC5(CC4)OCCO5)ncnc32)c1	2.7	1.1%	12.4%	4.6	2.51µM*	2.82µM*	-1.7%	3.5	4.1%	?	6.75µM*
C/C(=N\NC(=O)COc1ccccc1F)c1cc2ccccc2o1	-2.1	1.9%	-0.2%	-10.3	?	?	1.9%	-3.7	-2.9%	?	10.7µM*
COCc1nnc(NS(=O)(=O)c2ccc([N+](=O)[O-])cc2)s1	3.3	-3.5%	-6.3%	3.2	-2.9%	0.5%	1.7%	-2.6	16.2%	2.4%	3.0%

Compound activity (PubChem)
